AID2073 – inhibitors of Mint1-CaV2.2 protein interaction, biochemical, HTRF (AID 2073). Voltage-dependent N-type calcium channel subunit alpha-1B (Homo sapiens). HTRF protein-protein interaction, Mint1-CaV2.2; higher % means a stronger effect. one-dose inhibition, % at 20 µM; IC50 in µM for titrated hits. hit rate 0.19% among 290,000; in the data active = inhibition mostly above about 51%, no sharp cut-off; note: some results filed as inactive read as strong as hits
Myeloid diff MLP – induction of myeloid progenitor differentiation, primary screen, cell-based, flow cytometry, MLPCN library; ER-HoxA9 myeloid progenitors, lysozyme-GFP differentiation; calls only at 10 µM; hit rate 1% among 360,000;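 active = normalized GFP-positive differentiation at or above the plate's own cutoff, the solvent-only control mean plus 3 SD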;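 note: cells exposed to compound for four days before flow analysis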
NS5 inhibitors – Dengue-2 NS5 methyltransferase inhibitors, primary screen, biochemical, confirmation dose response (AID 588689); inhibition, % at 25 µM; hits with a dose series show IC50 in µM; Dengue-2 NS5 methyltransferase capping enzyme assay, biochemical; higher % means a stronger effect; Genome polyprotein (Dengue virus type 2 (strain 16681-PDK53)); hit rate 0.3% among 340,000; in the data active = a potency from the dose series
Hep lipid drop – inhibitors of hepatocyte lipid droplet formation, primary screen, imaging, high-throughput imaging, BODIPY stain; AML12 mouse hepatocytes, oleate lipid droplets; inhibition, % at 6.5 µM; hit rate 0.4% among 240,000;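 active = lipid droplet intensity inhibited by at least 50%, with more than 500 cells counted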
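Material – AML12 mouse liver cells · Also added – oleate loading, 100 µM · Compound dosing – 6.5 µM single-point dosing · Times – overnight treatment with compound plus oleate · Measured by – fluorescence imaging, 20x objective, two fields per well · Read-out – percent inhibition of filter-corrected integrated lipid droplet intensity per well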
HIV fusion peptide – inhibitors of HIV fusion peptide binding, primary screen, biochemical, uHTS, fluorescence dequenching (AID 1986). cell-free peptide binding, fluorescence dequenching, 30 min; higher % means a stronger effect. hit rate 0.3% among 290,000. inhibition, % at 20 µM; hits with a dose series show IC50 in µM; in the data active = inhibition mostly above about 52%, no sharp cut-off; inactive = mostly below about 76%; note: some results filed as inactive read as strong as hits
LYP inhibition – inhibitors of LYP phosphatase, biochemical, fluorescence intensity, uHTS (AID 1779). hit rate 0.054% among 290,000. recombinant LYP phosphatase, fluorescence intensity; higher % means a stronger effect. Tyrosine-protein phosphatase non-receptor type 22 (Homo sapiens). one-dose inhibition, % at 11.5 µM; IC50 in µM for titrated hits;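 note: plate controls were vehicle with enzyme for no effect and no enzyme for full effect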
Siah-1 displacement – Siah-1 peptide-binding antagonists, primary screen, biochemical, fluorescence polarization, rhodamine-plectin, uHTS (AID 1817). E3 ubiquitin-protein ligase SIAH1 (Homo sapiens). Siah-1 / rhodamine-plectin peptide fluorescence polarization; higher % means a stronger effect. one-dose displacement, % at 20 µM; IC50 in µM for titrated hits. hit rate 0.02% among 290,000;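 active = displacement of at least 50% at 20 µM, with a fluorescence ratio check between 0.3 and a set limit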;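 note: plate controls were Siah plus tracer with DMSO for no effect and tracer alone without Siah for full effect; strong numbers were not always called active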
HEK293 NOD2/NF-kB – NOD2 signaling inhibitors, cell-based, luminescence, uHTS, HEK293 (AID 1566); HEK293 NOD2/NF-kB luciferase reporter, luminescence; higher % means a stronger effect; inhibition, % at 4 µM, or EC50 in µM where a hit was titrated; hit rate 0.63% among 290,000; note: many of its hits are not listed in these tables
XIAP antagonists – XIAP antagonists, biochemical, IAP family, fluorescence polarization (AID 1018); E3 ubiquitin-protein ligase XIAP (Homo sapiens); XIAP BIR domain, fluorescence polarization peptide displacement; higher % means a stronger effect; displacement, % at 20 µM; hits with a dose series show IC50 in µM; hit rate 0.007% among 200,000; in the data active = displacement above about 50%; note: a part of the inactive calls stands beside numbers as strong as those of hits
Hep lipid drop cells 6.5 µM – recorded beside Hep lipid drop, whose call it bears; cell count; measured here: cell count, cytotoxicity flag;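 cells counted across two imaged fields per well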
NS5 inhibitors pilot replicate – recorded beside NS5 inhibitors, whose call it bears; inhibition, %; measured here: pilot screen replicate inhibition
Myeloid diff MLP GFP+ MAC1+ % – second read-out of Myeloid diff MLP, no call of its own (marks repeat the call); GFP+ MAC1+ double positive, %; measured here: differentiation confirmed by MAC1 staining
The depositor's hits bear a star; i = inactive; x = not tested or not shown; + = active, no number. Cut-off read from the data, not from the text of the source, unless noted: active = inhibition above about 50%; inactive = the rest.

SMILES | AID2073 | Myeloid diff MLP | Myeloid diff MLP GFP+ MAC1+ % | NS5 inhibitors | Hep lipid drop | Hep lipid drop cells 6.5 µM | HIV fusion peptide | LYP inhibition | Siah-1 displacement | HEK293 NOD2/NF-kB | XIAP antagonists | others
COc1ccc(/C=C2\SC(=S)N(NC(=O)c3ccncc3)C2=O)cc1OC | 3% | x | x | x | 16 | 633 | 2.9% | 2% | -7% | -2% | -3.6%
CSCC[C@H](NC(=O)CCCn1nnc2ccccc2c1=O)C(=O)O | 7% | i | 0.8 | -3% | -3 | 728 | -2.8% | -5% | -3% | -2% | x
CCOC(=O)C(=CNc1cc(C)nn1-c1ccc(Cl)cc1)C(=O)OCC | 3% | i | 0.2 | -1% | 6 | 764 | -1.3% | -2% | 4% | 8% | -2.5%
Cc1nn(C)c(C(=O)N2CCOCC2)c1Cl | 11% | i | 0.7 | -5% | 9 | 745 | 1.5% | -4% | 0% | -19% | -5.8%
COC(=O)c1nnn(CC(=O)Nc2cc(Cl)ccc2C)c1C(=O)OC | -2% | i | 1.1 | 2% | 7 | 713 | -1.4% | -6% | -2% | 7% | -2.2%
Cc1cccc(N2CN(Cc3cccnc3)CNC2=S)c1 | 9% | i | 0.5 | -4% | -12 | 651 | -1.9% | -1% | 0% | 10% | -14%
CC1(C)CC(=O)C=C(N2CCOCC2)C1 | 14% | i | 0.1 | -2% | 12 | 728 | 2.4% | -4% | 2% | 17% | -8.0%
CC(C)c1ccc(C(=O)CSc2n[nH]c(-c3ccncc3)n2)cc1 | 1% | i | 0.3 | -10% | 10 | 756 | -0.7% | 14% | -5% | -2% | -2.1%
O=C(CC1C(=O)NCCN1C/C=C/c1ccccc1)NCCCC1CCCC1 (configuration not stated) | 7% | i | 0.3 | -6% | -3 | 694 | 0.9% | 5% | -8% | -19% | -6.7%
COc1ccc(OCC(O)CNC(=O)c2ccc(OC)cc2)cc1 (configuration not stated) | 1% | i | 0.5 | -1% | 4 | 676 | -0.1% | -10% | 3% | 3% | 1.8%
COc1cccc(CNC(=O)CSc2nnc3c(n2)[nH]c2ccc(C)cc23)c1 | 13% | i | 0.5 | -8% | -42 | 598 | 1.4% | -10% | 0% | -25% | x
COc1cc(C(=O)NCCC(=O)NCCc2ccc(Cl)cc2)cc(OC)c1OC | 43% | i | 0.1 | 2% | 6 | 583 | 2.3% | -6% | 3% | 15% | -6.2%
COc1ccc(C(=O)Cc2nnc(C)s2)cc1 | 1% | i | 0.3 | -5% | 12 | 722 | 0.7% | -10% | 0% | -16% | -3.8%
O=C(N/N=C/C1CC=CCC1)c1ccc(Cl)cc1O (configuration not stated) | 10% | i | 0.5 | -2% | 16 | 658 | 19% | -7% | -14% | -3% | -3.6%
O=C(CSc1n[nH]c(-c2ccccn2)n1)Nc1ccccc1F | 5% | i | 0.3 | -2% | -2 | 806 | -0.6% | -6% | -2% | 8% | x
COc1cc(-c2cc(C(=O)Nc3ccc(S(=O)(=O)NCc4ccco4)cc3)c3ccccc3n2)cc(OC)c1OC | 42% | i | 1.4 | -10% | 9 | 633 | 0.5% | 4% | -4% | 20% | -2.8%
C/C(=N\NC(=O)CO/N=C(\C)c1cccs1)c1ccc(N)cc1 | 1% | i | 0.3 | -1% | 9 | 745 | -2.6% | -5% | -1% | -10% | x
COc1cc(CNCCN(C)C)c(Br)cc1OC1CCCC1 | -4% | i | 0.4 | -1% | -28 | 680 | -0.6% | -2% | 2% | 15% | -1.7%
O=C1CCN(CCc2ccccc2)CCN1[C@H](CSc1ccc(Br)cc1)Cc1ccccc1 | 9% | i | 3.3 | -9% | -6 | 735 | 2.7% | -1% | 9% | 20% | x
N=C1/C(=C\c2ccc(SCc3ccccc3)o2)C(=O)N=C2SC(CC(=O)N3CCOCC3)=NN12 | -6% | i | 0.6 | 14% | 10 | 636 | 42% | 0% | -2% | 2% | x
O=C(N/C(=C/c1ccc(F)cc1)C(=O)N1CCOCC1)c1ccccc1 | 3% | x | x | -8% | -16 | 834 | -0.1% | -8% | -3% | -2% | x
CC(C)N(c1nnc(N)s1)C(C)C | -3% | i | 1.0 | -4% | -2 | 714 | 5.0% | -7% | 7% | 20% | -2.9%
Cc1cccc(NC(=O)CN2CCN(CC(=O)Nc3ccc(-c4ccccc4)cc3)CC2)c1C | 7% | i | 3.6 | 12% | -1 | 740 | 0.5% | -14% | -4% | -5% | x
CCn1c(Cc2ccccc2)nnc1SCc1nc2ccccc2c(=O)[nH]1 | -12% | i | 1.2 | -2% | 5 | 696 | 1.4% | 4% | 0% | 0% | -5.4%
CC(C)CNC(=O)c1ccc(Cl)c(Cl)c1 | 0% | i | 0.4 | -4% | -4 | 661 | 1.6% | -3% | 4% | -4% | -5.1%

Reprinted from the part before: 3 entries, then new ones.
SMILES | AID2073 | Myeloid diff MLP | Myeloid diff MLP GFP+ MAC1+ % | NS5 inhibitors | Hep lipid drop | Hep lipid drop cells 6.5 µM | HIV fusion peptide | LYP inhibition | Siah-1 displacement | HEK293 NOD2/NF-kB | XIAP antagonists | others
Cc1cccc(NC(=O)CN2CCN(CC(=O)Nc3ccc(-c4ccccc4)cc3)CC2)c1C | 7% | i | 3.6 | 12% | -1 | 740 | 0.5% | -14% | -4% | -5% | x
CCn1c(Cc2ccccc2)nnc1SCc1nc2ccccc2c(=O)[nH]1 | -12% | i | 1.2 | -2% | 5 | 696 | 1.4% | 4% | 0% | 0% | -5.4%
CC(C)CNC(=O)c1ccc(Cl)c(Cl)c1 | 0% | i | 0.4 | -4% | -4 | 661 | 1.6% | -3% | 4% | -4% | -5.1%
CCN(CC)S(=O)(=O)c1ccc(N2CCCC2)c(C(=O)OCC(=O)N2CCCC2)c1 | -6% | i | 0.2 | -4% | 16 | 675 | 2.5% | -3% | 2% | 16% | -4.4%
COc1ccc(CNC(=O)COC(=O)C2=COCCO2)cc1 | 0% | i | 0.4 | -2% | 20 | 848 | 0.8% | -6% | 3% | 14% | -4.5%
O=c1c(-c2ccccc2)n[nH]c2ccccc12 | -5% | i | 1.1 | x | x | x | -1.2% | -7% | -4% | -97% | -3.3%
COc1ccc(OCCSc2nnc(-c3cccnc3)n2N)cc1 | -5% | i | 0.3 | -10% | 16 | 712 | 3.0% | -6% | 5% | -2% | 1.0%
O=C1SC(c2ccccc2)=C/C1=C\N1CCCCC1 | 19% | i | 1.3 | 4% | x | x | 5.2% | -1% | -2% | -37% | -4.9%
COc1ccc(OC)c(C2C(C(=O)c3ccccc3)=C(C)Nc3nc4ccccc4n32)c1 (configuration not stated) | 0% | i | 2.5 | -2% | -4 | 693 | 1.5% | -7% | 0% | -15% | -14%
CC(=O)OCCNc1cc(Sc2nc3ccccc3[nH]2)c2nonc2c1[N+](=O)[O-] | -39% | + | 22* | 23% | 6 | 606 | 5.1% | -9% | 52% | 6% | -2.1%
COc1ccc(C(C(=O)NC(C)(C)C)N(Cc2ccco2)C(=O)CCC(=O)Nc2ccccn2)cc1 (configuration not stated) | 0% | i | 0.2 | -6% | 11 | 842 | 1.4% | -7% | 0% | -1% | x
COc1ccc(N(CC(=O)NC2CCCC2)C(=O)Cn2nnc(-c3ccc(F)cc3)n2)cc1 | 21% | i | 2.8 | 2% | -16 | 777 | 1.0% | -5% | 2% | 10% | x
COc1ccc(CNC(=O)COc2ccc([N+](=O)[O-])cc2)cc1 | 1% | i | 1.0 | -5% | x | x | -0.5% | -4% | -2% | 9% | -2.6% | NS5 inhibitors pilot replicate=-5.2
CN(C(=O)NC1CCCCC1)c1ccccc1 | -2% | i | 0.5 | -9% | -1 | 693 | 0.9% | -5% | 18% | 10% | -0.7%
CCCCCCSc1ncc(C#N)c(N)n1 | 11% | i | 0.5 | -7% | x | x | -0.6% | -6% | -3% | -39% | -7.1%
O=C(Nc1nnc(-c2ccc3c(c2)CCCC3)o1)C1CCCCC1 | 3% | i | 2.9 | -3% | x | x | -2.8% | -10% | 1% | 15% | -6.8%
O=C(COc1cccc2cccnc12)N1CCc2ccccc2C1 | 22% | i | 1.7 | 0% | -25 | 741 | 1.4% | -14% | -2% | 5% | -6.7%
O=C(CCC(=O)Nc1ccccc1)N/N=C/c1ccco1 | -1% | i | 6.2 | -6% | 7 | 688 | 1.5% | -4% | 3% | 1% | -0.9%
CC1CCN(C(=O)CCC(=O)N2CC(C)Oc3ccccc32)CC1 (configuration not stated) | 8% | i | 1.5 | -6% | -9 | 730 | -1.8% | -7% | 4% | 15% | x
COc1ccccc1CN1C(=O)CCC1(C)C(=O)NC1CCCCCC1 (configuration not stated) | -3% | i | 0.8 | 4% | -7 | 661 | -1.5% | -10% | 1% | -3% | -5.1% | NS5 inhibitors pilot replicate=-1.5
COc1ccc(-c2nnc3ccc(SCC(=O)N4CCOCC4)nn23)cc1 | -2% | i | 2.2 | x | -1 | 708 | -0.9% | -4% | 6% | 1% | -2.8%
CCOC(=O)c1nn(-c2ccc(C)cc2)cc1O | 12% | i | 0.8 | 0% | -4 | 681 | -1.8% | -6% | -5% | -75% | -4.4%
CC(C)=C(NC(=O)c1ccccc1Br)C(=O)NCCc1nc2ccccc2[nH]1 | -13% | i | 0.3 | -15% | 5 | 726 | 0.4% | -7% | -5% | 6% | x
Clc1ccc(Cn2cccc2C2=NCCO2)cc1 | 1% | i | 0.3 | -5% | x | x | -2.0% | -10% | -2% | 10% | -4.1%
CCOC(=O)c1[nH]c2ccc(OC)cc2c1NC(=O)c1ccccc1C(=O)O | 3% | i | 0.2 | -4% | -4 | 805 | -1.8% | -2% | 0% | -10% | x
COc1ccc(-c2nnc(-c3ccc(C)cc3)o2)cc1 | 16% | i | 0.6 | -6% | 0 | 840 | -1.4% | -6% | 2% | -27% | x
CN1CCN(S(=O)(=O)c2ccc(-c3noc(C4CCN(S(C)(=O)=O)CC4)n3)cc2)CC1 | 3% | i | 4.4 | -2% | 10 | 746 | -1.0% | -12% | -1% | 28% | 0.0%
OCC1(Cc2cccc(F)c2)CCN(Cc2ccc3cccc(F)c3n2)CC1 | -2% | i | 0.3 | x | -11 | 558 | 0.5% | -8% | -5% | 1% | -1.8%
Cc1ccc(NC(=O)N2CCC(C(=O)NCc3ccccc3)CC2)cc1 | 6% | i | 3.2 | -4% | 2 | 742 | -0.9% | -6% | 1% | -6% | -6.2%

Source: PubChem BioAssay

Some of the compounds tested; count on the stated rates, not on these rows.
